Assay outcomes (PubChem BioAssay)
Giardia FBPA inh – inhibitors of Giardia lamblia fructose-1,6-bisphosphate aldolase; A8B2U2; purified Giardia FBPA; Potency, µM (series often up to 59.6 µM), without a hit: at the highest dose activity, negative = inhibition, usual class: inhibitors; 0.71% of 290,000 active; also: potency is read from the fitted curve at half-maximal effect; % is scaled to controls: 0 for no effect and ±100 for the full control effect; nearly all actives have a fitted effect of over 55% in size
Target sequence (A8B2U2 whole entry, looked up): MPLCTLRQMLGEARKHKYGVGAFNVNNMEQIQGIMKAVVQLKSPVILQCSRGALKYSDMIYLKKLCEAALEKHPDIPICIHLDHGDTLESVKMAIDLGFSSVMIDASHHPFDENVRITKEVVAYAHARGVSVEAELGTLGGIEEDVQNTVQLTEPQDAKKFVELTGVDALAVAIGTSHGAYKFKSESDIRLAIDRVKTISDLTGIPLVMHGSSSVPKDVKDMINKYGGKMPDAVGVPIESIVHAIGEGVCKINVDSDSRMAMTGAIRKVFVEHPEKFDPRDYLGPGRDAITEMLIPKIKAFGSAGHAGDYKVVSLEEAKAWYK
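Giardia FBPA (40 nM reagent) was preincubated 10 min at RT with compound (up to 57.5 uM final), then substrate plus GAPDH/TPI/NAD/arsenate coupling system with diaphorase/resazurin was added; resorufin fluorescence (525/598 nm) was read after 20 min.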
Cycloheximide cs – affects cycloheximide protein synthesis inhibition readout, counter-screen; max response, %; cell reporter, cycloheximide protein synthesis inhibition counterscreen; 12% of 300,000 active; AID 2314; in the data active = max response mostly above about 13%, no sharp cut-off; inactive = mostly below about 14%; also: read at 38.3 µM for the half of the compounds with a filed dose; 0% is about no effect
Sm TGR block – S. mansoni TGR enzyme inhibition. 3% of 360,000 active. purified TGR, DTNB reduction, TNB absorbance 405 nm. Potency, µM (series often up to 114 µM), for the others: top-dose activity change, negative = inhibition, actives largely listed as inhibitors. Q962Y6. AID 485364; also: potency is read from the fitted curve at half-maximal effect; % is scaled to controls: 0 for no effect and ±100 for the full control effect; nearly all actives have a fitted effect of over 60% in size
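First, TGR (20 nM dispensed) and NADPH were mixed with compound. Second, a 15 min room-temperature incubation followed. Third, further NADPH and then DTNB were added to start the reaction. Finally, TNB absorbance was monitored kinetically.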
Shiga inhibitor – inhibitors of Shiga toxin in Vero cells. Vero cells, Shiga toxin protein synthesis inhibition reporter. inhibition, % at 38.7 µM. 9.2% of 290,000 active; in the data active = inhibition mostly above about 28%, no sharp cut-off; inactive = mostly below about 43%; also: 0% is about no effect
Pf growth 48h – P. falciparum growth inhibition at 48 hours (one generation); Potency, µM (doses to about 28.7 µM), without a hit: at the top dose activity change, negative = inhibition, actives largely listed as inhibitors; P. falciparum luciferase growth in erythrocytes, 48 h; 5.9% of 310,000 active; also: potency is read from the fitted curve at half-maximal effect; % is scaled to controls: 0 for no effect and ±100 for the full control effect
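Erythrocytes infected with P. falciparum carrying an integrated firefly luciferase reporter (2% hematocrit, 0.1% parasitemia final) were exposed to compounds in RPMI 1640 with 0.5% Albumax at 37 C, 5% CO2. Growth inhibition was scored as reduced luminescence.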
Pf growth 96h – inhibits malaria parasite growth, 96 h; P. falciparum luciferase reporter growth, 96 h; Potency, µM (titrated, usually from 28.7 µM), for the others: at the highest dose activity change, negative = inhibition, hits mostly inhibitors; 6.9% of 320,000 active; AID 504834; also: potency is read from the fitted curve at half-maximal effect; % is scaled to controls: 0 for no effect and ±100 for the full control effect
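Readout is luminescence from an integrated firefly luciferase in P. falciparum. Red cells, 2% hematocrit and 0.05% parasitemia final, were cultured with compound through two parasite generations (96 hours) at 37 C, 5% CO2.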
Active calls of the source: *; ? = inconclusive; . = no result given; [ ] = remark or other dose. Unless noted, calls follow the shape of the dose curve; as a rule, active = well fitted curve in the direction sought with a large enough effect; inconclusive = small, poorly fitted or top-dose-only effect, or another doubt; inactive = no such curve, though single readings can be large; an effect the other way counts as inactive or inconclusive.

SMILES	Giardia FBPA inh	Cycloheximide cs	Sm TGR block	Shiga inhibitor	Pf growth 48h	Pf growth 96h
CCOC(=O)c1ccccc1-c1csc(N)n1	4.4%	-3.1	-2.0%	-12.5	13.5%	22.3%
COCCNc1nc2nonc2nc1N1CCC(N(C)C)C1 (stereo not drawn)	5.4%	4.9	0.6%	14.9	-17.5%	6.57µM*
CN(c1ccccc1C(=O)N1CCCC1)S(C)(=O)=O	5.3%	16.6	-20.4%	-1.4	8.9%	16.9%
Cc1cc(-c2nnc(SCC(=O)Nc3ccc(F)cc3F)n2N)n[nH]1	7.0%	4.7	-1.9%	-1.8	47.8%[activator]	-1.4%
Nc1nc(-c2ccccn2)nc(N)c1Cc1ccc(Cl)cc1Cl	-3.9%	37.0*	1.4%	56.0*	1.85µM*	1.31µM*
Cc1ccc(CN(C)C(=O)C2CCC(=O)N(CCc3ccccc3)C2)o1 (stereo not drawn)	-15.3%	20.3*	12.6µM*	31.4*	-3.5%	?
COc1cccc(C(=O)NNC(=O)Cc2cccs2)c1	5.0%	-3.1	14.2%	-10.5	?	3.0%
O=C(NCc1ccccc1)c1ccccc1Br	1.9%	2.6	-9.2%	8.4	-18.7%	-13.2%
Cc1c(NC(=S)NC(=O)c2ccccc2Br)c(=O)n(-c2ccccc2)n1C	-3.1%	-3.3	0.3%	-5.8	32.2%[activator]	24.1%
COc1ccc(CCNC(=O)CSc2nnnn2-c2ccccc2)cc1	4.1%	-2.6	-3.7%	-12.8	5.0%	.
Clc1ccc(COn2c(-c3ccc(Cl)cc3Cl)nc3ncccc32)cc1	-7.8%	-3.8	-2.1%	47.6	?	.
O=C1CN(C(=O)COc2ncnc3ccccc23)c2ccccc2N1	-3.4%	-5.1	3.1%	23.4	.	-8.0%
CCOC(=O)Cc1csc(NC(=O)c2cc(=O)c3ccccc3o2)n1	-24.0%	12.3	17.2%	31.2	1.7%	49.2%[activator]
COc1ccc(NC(=O)c2cccc(S(=O)(=O)Nc3ccc(Br)cc3)c2)cn1	4.2%	-2.9	0.0%	2.2	12.4%	0.0%
c1ccc(-c2cc3c(N4CCCC4)ncnc3s2)cc1	0.1%	0.1	13.1%	1.3	23.4%	-5.3%
Clc1ccc(N2CC2c2ccncc2)cc1 (stereo not drawn)	1.6%	-3.1	-6.9%	7.6	.	-24.4%
CC(C)NCC(O)COC1CCC(C(C)(C)C)CC1 (stereo not drawn)	2.3%	-1.1	-0.3%	-3.9	?	?
COc1ccc(S(=O)(=O)N2CCN(C(=O)C3CCCO3)CC2)cc1 (stereo not drawn)	.	-1.4	2.7%	-2.0	-2.5%	-1.4%
Cc1occc1-c1nnc(SCC(=O)N2CCc3ccccc32)o1	4.1%	1.4	25.1µM*	41.7	-16.4%	5.22µM*
CC(C)COc1ccc(C(=O)Nc2ccc(NC(=O)c3ccco3)cc2)cc1	.	0.2	5.8%	-6.8	13.0%	-1.6%
CCN(CC(=O)Nc1ccc(C(=O)Nc2ccc(OC)cc2)cc1)Cc1nc2ccccc2c(=O)[nH]1	-16.4%	9.9	15.9%	7.5	?	?
Cn1c(=O)[nH]c(=O)c2c1nc(Br)n2CCSc1nc2ccccc2o1	-2.0%	3.2	-3.4%	19.4	-7.6%	-20.2%
CCCOc1cccc(-c2cc(-c3n[nH]c(=S)n3CC)c3ccccc3n2)c1	-3.3%	-1.8	-0.4%	16.1	10.4µM*	3.7µM*
COc1ccc(S(=O)(=O)N2CCCOC2CNC(=O)C(=O)NCCc2ccco2)cc1C (stereo not drawn)	.	1.4	?	21.5	0.0%	-22.7%
O=C(CSc1nnc(-c2csc3c2CCCC3)o1)Nc1ccccc1	2.4%	58.4*	-1.2%	55.1*	.	-36.6%
Cc1nnc(SCC(=O)N2CCc3ccccc32)n1-c1ccccc1	10.8%	-1.6	-0.1%	-2.6	?	44.8%[activator]
O=[N+]([O-])c1ccccc1S(=O)(=O)Oc1ccccc1/C=N/n1cnnc1	?	-1.3	-10.8%	-9.1	-19.8%	1.85µM*
CCOC(=O)Nc1ccc2c(CNC(C)c3ccccc3OC)cc(=O)oc2c1 (stereo not drawn)	-11.8%	2.5	2.8%	-5.3	?	-52.1%
COc1cc(C2NCCc3c2[nH]c2ccccc32)ccc1OC(C)C (stereo not drawn)	-18.7%	1.4	-1.8%[57.1 µM]	-5.5	?	-22.9%
CC(Cc1cccs1)NC(=O)Nc1cccc(Cl)c1 (stereo not drawn)	-12.5%	59.5*	-3.3%	69.0*	.	?
CC(=O)N1CCN(C(=S)c2cccc([N+](=O)[O-])c2)CC1	2.9%	-4.4	1.8%	16.4	1.8%	?
CC(/C=C/c1ccc2c(c1)OCO2)=N/NC(=O)c1ccc(C)nc1	-7.9%	1.0	-1.5%	-11.6	-4.8%	-26.0%
O=C1C2C3C=CC(C4CC34)C2C(=O)N1c1ccc2c(c1)OCO2 (stereo not drawn)	5.7%	22.5	44.7µM*	31.1	86.3%[activator]	38.3%[activator]
CC(C)(C)c1ccccc1NC(=O)c1cccnc1	0.3%	-1.3	-4.9%	-1.0	4.2%	-25.8%
COc1ccccc1C(=O)NC(=O)Cn1nc(C)c([N+](=O)[O-])c1C	.	.	0.7%	.	?	24.1%
O=S(=O)(c1ccccc1)N1CCN2CCCC2C1 (stereo not drawn)	-3.5%	-1.3	-25.3%	-7.4	13.2%	192.0%[activator]
CCCN(CCC)c1nc(Cl)nc(NCCN2CCOCC2)n1	2.1%	8.4	4.5%	13.2	-7.0%	224.6%[activator]
CCN(CC)c1ccc(/C=N/NC(=O)CNC(=O)c2cccnc2)cc1	-3.7%	-5.4	4.6%	-12.8	30.6%[activator]	-2.8%
CCN1CCN(c2ncc(C(=O)N3CCCc4ccccc43)c3ccccc23)CC1	0.4%	-3.1	8.9%	-18.9	?	11.7µM*
CC(C)(C)NC(=O)C(c1cccs1)N(CC1CCCO1)C(=O)c1ccc(-c2ccccc2)[nH]1 (stereo not drawn)	1.2%	7.0	8.4%	2.7	13.1µM*	478.0%[activator]
CC1CCCCC1NC(=O)NC(=O)COC(=O)c1cncc(Br)c1 (stereo not drawn)	.	.	-13.0%	.	0.0%	4.6%
N/C(COc1ccc(Cl)cc1Cl)=N\O	1.5%	1.2	23.5%	5.6	0.7%	?
CCSc1nnc(NC(=O)CSc2nnc(Cc3cccn3C)n2-c2ccc(C)cc2)s1	-3.2%	-4.3	?	14.1	-28.8%	16.6%
Cc1cccc(C(C)C)c1NC(=O)COC(=O)C1CC(=O)N(Cc2ccccc2)C1 (stereo not drawn)	.	.	-0.6%	.	0.6%	35.6%[activator]
CC(C)(C)c1ccc(/C=C(\C#N)C(=O)Nc2ccccn2)cc1	-14.7%	-3.4	6.3%	-6.0	-7.1%	33.3%[activator]
NC(=O)c1ccc(Oc2ccc3ccc(=O)oc3c2)c([N+](=O)[O-])c1	-5.7%	-1.1	-6.6%	-15.2	5.2%	-0.3%
CCc1ccccc1NC(=O)CN(C)C(=O)CSc1nnc(Nc2cccc(C)c2)s1	-5.6%	7.3	4.2%	13.9	-22.7%	?
C/C=C\C(=O)Nc1cccc(C2=NOC3(C2)C[C@@H](C(N)=O)N(C(=O)COc2ccc(Cl)cc2)C3)c1 (stereo partly drawn)	2.6%	-1.8	12.0%	38.2	?	?
CN(C[C@H](Cc1ccccc1)N(C[C@H](Cc1ccccc1)N(CCc1cc(C(F)(F)F)cc(C(F)(F)F)c1)N=O)N=O)N=O	-8.1%	-1.2	-13.9%	-31.6	?	4.15µM*
O=C(OCn1nnc2ccccc2c1=O)c1ccc2ccccc2n1	-1.7%	-1.0	-1.6%	-11.5	4.9%	-20.1%
COc1ccc(CCNS(=O)(=O)c2ccc3c(c2)OCCO3)cc1	0.8%	-1.0	-10.7%	-8.1	18.8%	.
CCNC(=S)NNC(=O)c1cc(-c2ccc(OC)cc2)nc2ccccc12	22.7%	15.9	3.9%	-7.1	-32.1%	-41.2%
COc1ccc(C(=O)N2c3cc4c(cc3C(C)=CC2(C)C)OCO4)cc1	-23.3%	5.7	-14.9%	-0.8	?	107.2%[activator]
O=C(O)CCn1[nH]c(=O)c2ccccc2c1=O	-10.6%	-0.7	4.7%	-9.8	14.7%	.
CC(=O)Nc1ccc(C(=O)COC(=O)c2c(C)noc2C)c(F)c1	.	.	-1.7%	.	-27.2%	?
Cc1nc(N2CCN(C)CC2)[nH]c(=O)c1Cc1cccc2ccccc12	0.7%	-2.7	0.7%	-13.2	7.9%	-46.5%
CC(=O)NCCc1nc2ccccc2n1CCOc1ccccc1	1.5%	1.2	9.4%	-12.6	-13.6%	?
O=C(O)c1cc(-c2ccncc2)nc2ccc(F)cc12	2.3%	-2.6	-4.3%	5.6	56.1%[activator]	?
CCOc1ccc(NC(=O)Cn2nnc(-c3ccccc3NC(=O)c3cccs3)n2)cc1	3.2%	-0.6	-1.7%	9.8	.	?
O=C(Nc1ccc(Cl)c([N+](=O)[O-])c1)c1ccco1	-1.2%	19.6*	-22.8%	32.7	8.6%	0.0%
The list continues:
SMILES	Giardia FBPA inh	Cycloheximide cs	Sm TGR block	Shiga inhibitor	Pf growth 48h	Pf growth 96h
O=C(Nc1ccc(N2CCOCC2)cc1N1CCOCC1)c1ncoc1-c1cccc(F)c1	.	-4.7	4.5%	6.1	11.7µM*	-25.9%
CN(C)C1=NC(N(C)C)=NP(N(C)C)(N(C)C)=N1	3.8%	-4.2	-20.9%	-22.7	-0.5%	.
CCSc1nnc(NC(=O)c2cc(-c3ccc(C)c(C)c3O)n[nH]2)s1	4.8%	-0.2	-0.8%	6.6	3.0%	?
CCCCc1ccc(NC(=O)CSc2nnc(C)c(=O)n2N)cc1	-4.3%	2.0	0.0%	-3.2	?	?
Cc1cc(C)c(C(=O)Nc2ccc(S(=O)(=O)Nc3onc(C)c3C)cc2)c(C)c1	21.2%	-3.1	-0.4%	-4.3	17.7%	-15.0%
COc1ccc(CNC(=O)NS(=O)(=O)c2ccc(C)cc2)cc1	13.4%	-3.5	.	-5.6	.	.
CN(Cc1ccccc1)S(=O)(=O)c1ccc2c(c1)OCCO2	6.9%	-1.6	-16.7%	20.1	3.4%	.
C=CC[C@]1(O)CC[C@H]2[C@@H]3CCC4=CC(=O)CCC4=C3C=C[C@@]21C	-19.1%	-7.9	.	-15.1	.	.
Cc1[nH]c2ccc(C(=O)OC(C)C(=O)N(C)c3ccccc3)cc2c1C (stereo not drawn)	.	.	3.6%	.	?	?
S=c1[nH]nc(-c2ccc(Br)cc2)n1-c1ccc2c(c1)OCCO2	5.7%	12.5	16.4%	12.6	?	?
COc1ccc(NC(=O)C2CCCN(S(=O)(=O)c3ccc(Cl)cc3)C2)cc1OC (stereo not drawn)	.	-7.1	2.5%	-1.5	?	?
CCn1c(O)c(C=Nc2ccc(S(N)(=O)=O)cc2)c(=O)n(CC)c1=S	-0.8%	6.3	?	-10.7	18.1%	490.5%[activator]

Ordered by number of heavy atoms (falling): part of the list above.
SMILES	Giardia FBPA inh	Cycloheximide cs	Sm TGR block	Shiga inhibitor	Pf growth 48h	Pf growth 96h
Cc1[nH]c2ccc(C(=O)OC(C)C(=O)N(C)c3ccccc3)cc2c1C (stereo not drawn)	.	.	3.6%	.	?	?
CCn1c(O)c(C=Nc2ccc(S(N)(=O)=O)cc2)c(=O)n(CC)c1=S	-0.8%	6.3	?	-10.7	18.1%	490.5%[activator]
CCCCc1ccc(NC(=O)CSc2nnc(C)c(=O)n2N)cc1	-4.3%	2.0	0.0%	-3.2	?	?
COc1ccc(CNC(=O)NS(=O)(=O)c2ccc(C)cc2)cc1	13.4%	-3.5	.	-5.6	.	.
CN(C)C1=NC(N(C)C)=NP(N(C)C)(N(C)C)=N1	3.8%	-4.2	-20.9%	-22.7	-0.5%	.
